# Screening results: PubChem, several laboratories
# KCNK3 inh: human KCNK3 channel inhibition, primary screen | O14649 | CHO-KCNK3 thallium flux, FluxOR fluorescence; active compounds read low | B-score at 10 µM | actives 0.84% (n = 340,000) | AID 602410;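 active means B-score under library mean minus 4 SD, starting fluorescence ratio at most library mean plus 5 SD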;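 further: more negative B-score means stronger inhibition of thallium flux through KCNK3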
# KCNK9 inh: human KCNK9 channel inhibition; B-score at 10 µM; actives 1.2% (n = 310,000); HEK293 KCNK9, FluxOR thallium flux fluorescence; active compounds read low; AID 488922; Q9NPC2;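 active means ratio B-score over 3 SD below the library mean, with starting fluorescence within 5 SD of its mean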;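 further: negative B-score means less thallium flux so channel inhibition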
# KCNQ1 block: blocks the human KCNQ1 potassium channel. CHO-K1 KCNQ1, FluxOR thallium flux fluorescence; active compounds read high. actives 1.3% (n = 310,000). AID 2642. B-score at 10 µM. P51787;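 active means compounds whose thallium flux B-score, printed positive for inhibition, exceeds three library SD while starting fluorescence stays within three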;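 further: channel opened by potassium depolarization with thallium stimulus after 20 min compound exposure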
# TRPC4 potent: allosteric potentiators of mouse TRPC4 channel; B-score at 10 µM; actives 0.42% (n = 310,000); HEK293 TRPC4beta/mu-opioid, DAMGO EC20, Fluo-4 Ca2+ flux; active compounds read high;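 active means B-score of calcium response area above 5 SD of library B-scores, with initial fluorescence ratio within 5 SD of library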;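 further: B-score of integrated fluorescence ratio over time as area under calcium response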
# Platelet DG rel: platelet dense granule release activity. human platelet-rich plasma, SFLLRN dense granule ATP release, luminescence. inhibition, %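 (compounds screened at 7.5 µM in platelet-rich plasma)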. actives 0.22% (n = 300,000). AID 1663;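 active means mean replicate score, as percent of positive control, at or above 50; inconclusive means mean below 50 but at least one replicate at or above 50; inactive means mean and every replicate below 50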
# TRPC4 block: TRPC4 (mouse) channel inhibition. AID 2247. HEK293 TRPC4beta/mu-opioid, DAMGO-evoked Fluo4 calcium flux; active compounds read low. B-score at 10 µM. Q9QUQ5. actives 0.39% (n = 300,000);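 active means B-score over 3 SD under the library average, no early fluorescence shift, positive overall ratio signal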
#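 Assay system – HEK293 line stably carrying TRPC4beta and mu-opioid receptor · Doses – single dose · Detection – Fluo4 calcium-dye fluorescence, kinetic read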
# KCNQ1 act: potentiates or activates the human KCNQ1 potassium channel. P51787. CHO-K1 KCNQ1, thallium flux FluxOR fluorescence; active compounds read high. actives 0.35% (n = 310,000). B-score at 10 µM;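 active means fluorescence ratio B-score, a plate-corrected score, at least three library SD, with initial intensity B-score within 5 SD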
#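 Assay system: CHO-K1 cells stably expressing KCNQ1; Medium: assay buffer with matched DMSO; Also added: K+/Tl+ depolarizing stimulus; Dosing: single dose; Timing: dye 90 min, compound 20 min, room temperature; Measured by: kinetic FluxOR thallium fluorescence, 10-s 1-Hz baseline, 110-s post-stimulus read; Read-out: peak-minus-minimum fluorescence over initial fluorescence, negative-control normalized, B-scored.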
# hERG protect: hERG (human) protection from proarrhythmic block; CHO-hERG, FluxOR thallium flux, dofetilide IC70 present; activation (rescue from dofetilide block), less the hit threshold, % at 10 µM; actives 0.51% (n = 310,000); Q12809; AID 1511;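 active means activation above the mean of controls blocked by dofetilide plus 5 SD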;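 further: thallium influx through hERG after potassium depolarization seen as dye fluorescence rise; in these data hits start at about 4.7%; inactives centre near -7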
# Target sequence (Q12809 whole entry, looked up): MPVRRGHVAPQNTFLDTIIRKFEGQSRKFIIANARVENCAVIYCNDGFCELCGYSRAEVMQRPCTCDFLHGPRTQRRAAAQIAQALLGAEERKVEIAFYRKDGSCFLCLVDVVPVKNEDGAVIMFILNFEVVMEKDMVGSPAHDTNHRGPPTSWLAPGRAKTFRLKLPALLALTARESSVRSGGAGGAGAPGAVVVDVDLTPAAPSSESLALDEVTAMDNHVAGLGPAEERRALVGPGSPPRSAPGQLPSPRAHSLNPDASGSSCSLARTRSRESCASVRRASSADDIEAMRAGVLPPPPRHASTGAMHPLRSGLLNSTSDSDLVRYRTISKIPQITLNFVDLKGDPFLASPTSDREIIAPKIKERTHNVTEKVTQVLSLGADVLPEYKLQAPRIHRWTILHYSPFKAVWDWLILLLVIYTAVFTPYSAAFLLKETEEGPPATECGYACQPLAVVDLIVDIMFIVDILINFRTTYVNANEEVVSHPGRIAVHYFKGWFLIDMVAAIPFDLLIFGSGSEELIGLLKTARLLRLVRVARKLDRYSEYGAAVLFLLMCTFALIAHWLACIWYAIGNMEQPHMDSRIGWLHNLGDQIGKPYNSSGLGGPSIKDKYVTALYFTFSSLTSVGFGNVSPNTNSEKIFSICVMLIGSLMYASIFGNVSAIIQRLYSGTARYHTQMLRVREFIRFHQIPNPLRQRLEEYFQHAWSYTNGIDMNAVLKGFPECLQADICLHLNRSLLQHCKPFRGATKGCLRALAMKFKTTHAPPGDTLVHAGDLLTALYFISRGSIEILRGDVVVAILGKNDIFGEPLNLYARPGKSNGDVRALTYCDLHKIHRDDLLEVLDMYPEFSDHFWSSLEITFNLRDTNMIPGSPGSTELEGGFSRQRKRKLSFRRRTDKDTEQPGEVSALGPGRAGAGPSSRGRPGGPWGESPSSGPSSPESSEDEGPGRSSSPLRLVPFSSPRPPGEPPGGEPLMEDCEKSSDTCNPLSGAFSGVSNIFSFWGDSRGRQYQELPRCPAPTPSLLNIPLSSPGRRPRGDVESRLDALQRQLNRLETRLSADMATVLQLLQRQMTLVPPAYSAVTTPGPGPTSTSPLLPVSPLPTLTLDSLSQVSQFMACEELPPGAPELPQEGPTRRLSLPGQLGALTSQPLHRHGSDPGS
# Dyrk1A ADPGlo: Dyrk1A (rat) kinase inhibition; AID 504441; ADP-Glo luminescence, NFATc1 peptide; inhibition, % at 12.5 µM; actives 0.43% (n = 310,000); in the data active means inhibition above about 50%;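 further: plate controls were vehicle with enzyme for no effect and no enzyme for full effect; many of its hits are not listed in these tables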
# TRPC4 agonist: activators of mouse TRPC4 channel | AID 2237 | HEK293 TRPC4beta/mu-opioid, Fluo4 calcium fluorescence; active compounds read high | Q9QUQ5 | actives 0.49% (n = 310,000) | B-score at 10 µM;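 active means B-score above 5 SD of library B-scores, and initial fluorescence ratio not above library mean plus 5 SD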;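 further: positive B-score marks a calcium rise read as TRPC4 activation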
#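 Assay system: HEK293 stable line with TRPC4beta plus mu-opioid receptor; schedule: 45 min room-temperature Fluo4 loading, 110 s read; technique: kinetic Fluo4 calcium fluorescence; evaluation: integrated baseline-normalised fluorescence ratio, converted to per-well B score; controls: buffer (low) and maximal DAMGO (high)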
# PolyA inh: inhibitors of polyadenylation in S. cerevisiae. S. cerevisiae SKY197-pL101 polyadenylation reporter, beta-gal luminescence; efflux-impaired pdr1/pdr3 knockout yeast; score 100 = 6 SD above DMSO. calls only at 12 µM. actives 0.02% (n = 300,000);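 active means lowest replicate activity score at least 50, where 100 means six control SD above control mean; inconclusive means lowest score under 50 but half or more replicates reach 50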;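 further: yeast exposed to compound for 9 h at 30 °C; higher score means more reporter readthrough which indicates perturbed polyadenylation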
# * marks the source's active call; other numbers are inactive results; i = inactive; ? = inconclusive; · = no result given. These rows are one share of the data; the hit share may differ from the screen's.
SMILES,KCNK3 inh,KCNK9 inh,KCNQ1 block,TRPC4 potent,Platelet DG rel,TRPC4 block,KCNQ1 act,hERG protect,Dyrk1A ADPGlo,TRPC4 agonist,PolyA inh
C=C(C)CNC(=S)N/N=C(\C)c1ccc(OC)cc1,i,i,i,i,?,i,i,-11,2,i,i
Oc1ccc2ccccc2c1C=NC1CCCCC1,i,i,i,i,0,i,i,-3,-1,i,i
C=CCSc1nc2sc3c(c2c(=O)n1CC=C)CCc1ccccc1-3,i,i,i,i,-1,i,i,-16,0,i,i
Cc1cc(C)n2nc(C(=O)N3CCCC(Nc4ccc(C(C)C)cc4)C3)cc2n1 (centres undefined),i,i,i,i,-11,i,i,-9,1,i,i
Cc1ccccc1-n1ncc2c(SCC(=O)NCc3cccs3)ncnc21,i,i,i,i,0,i,i,-9,-6,i,i
CCc1ccc(C(=O)CSc2nnc(C)c(=O)[nH]2)cc1,i,i,i,i,-8,i,i,-2,-3,i,i
CN(C1CCCCC1)S(=O)(=O)c1ccc(C(=O)N2CCN(c3nc4ccccc4s3)CC2)cc1,i,i,i,i,-3,i,i,-4,-12,i,i
O=C(Cc1c(F)c(F)c(F)c(F)c1F)Nc1nc(-c2ccccc2)cs1,i,i,i,i,-5,i,i,-10,4,i,i
CC(=O)c1c(C)cc(C)c(CSc2ccccn2)c1C,i,i,i,i,-4,i,i,-4,-2,i,i
Cc1cc2oc(C(=O)N(Cc3ccccc3)C3CCS(=O)(=O)C3)cc(=O)c2cc1Cl (centres undefined),i,i,i,23*,11,i,i,-13,17,i,i
CC(C)Oc1cc(N)c(Cl)cc1Cl,i,i,i,i,1,i,i,-2,-4,i,i
O=C(NCc1nc(-c2ccc(C(F)(F)F)cc2)no1)Nc1ccc(OC(F)(F)F)cc1,i,i,i,i,1,i,i,-8,9,i,·
CCOc1ccc2[nH]c3nc(SCC(=O)NCC4CCCO4)nnc3c2c1 (centres undefined),i,i,i,i,-3,i,i,-9,-2,i,i
N#CC1=C(N)OC2=C(C(=O)CCC2)C1c1ccoc1 (centres undefined),i,i,i,i,0,i,i,-7,-1,i,i
Cc1nn(C)cc1CNCc1ccc(OCC(O)CN(C)Cc2ccccc2)cc1 (centres undefined),i,i,i,i,-2,i,i,-14,-33,i,i
O=C(/C=C/c1ccc2c(c1)OCCO2)c1ccc(O)cc1,i,i,i,i,19,i,i,-21,37,i,i
C#CCOCCOCCOCCNc1nc(N2CCN(C(=O)C([C@@H](C)CC)n3cc(C(N)COC(=O)C(F)(F)F)nn3)CC2)nc(N2CCN(C(=O)[C@H](Cc3ccc(O)cc3)n3cc(C(N)[C@H](C)CC)nn3)CC2)n1 (some centres undefined),·,i,i,i,8,i,i,-10,·,i,i
O=C(NC1CC2CCCC(C1)N2S(=O)(=O)c1ccccc1)C1CCCCC1 (centres undefined),i,i,i,i,-6,i,i,-1,0,i,i
Cc1ccc2nc(N(CCCN(C)C)C(=O)c3ccc4ncsc4c3)sc2c1,i,i,i,i,-10,i,i,-8,6,i,i
COC(=O)c1ccc2[nH]c(C(C)(C)O)c(C)c2c1,i,i,i,i,2,i,i,-5,10,i,i
Cc1cc(C)cc(NC(=S)NN)c1,i,i,i,i,5,i,i,-12,-2,i,i
O=[N+]([O-])c1cc(-c2cnc3ccccc3n2)ccc1Oc1ccc(F)cc1,i,i,i,i,5,i,i,-24,-14,i,i
Cc1ccc(C(=O)NCCCNc2ccccc2[N+](=O)[O-])cc1,i,i,i,i,1,i,i,-6,-2,i,i
CCC(C)(C)NC(=O)C(c1ccc(OC)cc1)N(Cc1ccc(OC)cc1)C(=O)CCC(=O)Nc1cc(C)on1 (centres undefined),i,i,i,i,-4,i,i,-6,-8,i,i
O=C(OCC(=O)N1CCCC1)c1cc(Cl)ccc1Cl,i,i,i,i,-1,i,i,-9,19,i,i
CCSCc1nnc(SCC(=O)Nc2nc(C)cs2)n1C,·,i,i,i,15,i,i,-14,·,i,i
Cc1cc(C)c2nc(-c3ccncc3)cc(C(=O)N3CCN(Cc4ccccc4Cl)CC3)c2c1,i,i,i,i,6,i,i,-20,-1,i,i
COc1ccc(CNCc2ccc3ccccc3c2)c(OC)c1,i,i,i,i,7,i,i,-7,-2,i,i
COc1ccc(-n2c(SCC(=O)Nc3ccc(C(=O)O)cc3)nnc2-c2ccccc2)cc1OC,i,i,i,i,4,i,i,-3,2,i,i
O=C(CSc1cn(CCNC(=O)c2cccs2)c2ccccc12)NCC1CCCO1 (centres undefined),i,i,i,i,3,i,i,-12,1,i,i
O=C(CCC1COc2ccccc2O1)NC1CCCCC1 (centres undefined),i,i,i,i,9,i,i,-15,-2,i,i
CC1CN(C(=O)CCC(=O)NCCCc2ccccc2)c2ccccc2O1 (centres undefined),i,i,i,i,12,i,i,-11,1,i,i
Cc1nc(S(=O)(=O)c2cccc(Cl)c2)nc2c1CCC2,i,i,i,i,6,i,i,-4,-7,i,i
COc1cc(OC)c(C(=S)N2CCCC2)cc1OC,i,i,i,i,7,i,i,-8,0,i,i
O=C(c1cc(=O)[nH]c2ccccc12)N1CCN(c2cccc(C(F)(F)F)c2)CC1,i,i,i,i,1,i,i,-4,-7,i,i
Nc1nnn(CC(=O)N/N=C/C=C/c2ccccc2)n1,i,i,i,i,6,i,i,-4,17,i,i

# Next part (6 carried over from the part before).
SMILES,KCNK3 inh,KCNK9 inh,KCNQ1 block,TRPC4 potent,Platelet DG rel,TRPC4 block,KCNQ1 act,hERG protect,Dyrk1A ADPGlo,TRPC4 agonist,PolyA inh
O=C(CCC1COc2ccccc2O1)NC1CCCCC1 (centres undefined),i,i,i,i,9,i,i,-15,-2,i,i
CC1CN(C(=O)CCC(=O)NCCCc2ccccc2)c2ccccc2O1 (centres undefined),i,i,i,i,12,i,i,-11,1,i,i
Cc1nc(S(=O)(=O)c2cccc(Cl)c2)nc2c1CCC2,i,i,i,i,6,i,i,-4,-7,i,i
COc1cc(OC)c(C(=S)N2CCCC2)cc1OC,i,i,i,i,7,i,i,-8,0,i,i
O=C(c1cc(=O)[nH]c2ccccc12)N1CCN(c2cccc(C(F)(F)F)c2)CC1,i,i,i,i,1,i,i,-4,-7,i,i
Nc1nnn(CC(=O)N/N=C/C=C/c2ccccc2)n1,i,i,i,i,6,i,i,-4,17,i,i
COc1ccc(C2CC(=O)c3cnc(NC(=O)c4cc(OC)cc(OC)c4)nc3C2)cc1 (centres undefined),i,i,i,i,2,i,i,-4,4,i,i
O=C(CN(Cc1ccc(Br)cc1)S(=O)(=O)c1ccccc1)NCc1cccnc1,i,i,i,i,-21,i,i,-9,3,i,i
Cc1cc(C)cc(NC(=O)C2C3C=CC4(O3)C2C(=O)N(CCCN(C)C)C4C(=O)NC2CCCC(C)C2C)c1 (centres undefined),i,i,i,i,-18,i,i,-6,-5,i,i
Cc1ccccc1OCCCC(=O)Nc1ccccc1C(F)(F)F,i,i,i,i,3,i,i,-4,3,i,i
COc1ccc(-c2noc(CN(C(=O)c3c(-c4ccccc4Cl)noc3C)C(C)C)n2)cc1,i,i,i,i,-1,i,i,-14,6,i,i
CCOC(=O)c1c(S(=O)(=O)Nc2ccccn2)c(C)n(C)c1C,i,i,i,i,-3,i,i,-3,3,i,i
COCC1CCN(Cc2cn[nH]c2-c2ccc(OC)c(F)c2)C1 (centres undefined),i,i,i,i,2,i,i,-19,3,i,i
O=C(NN1CCOCC1)c1cc(-c2ccc(Br)cc2)nc2ccccc12,i,i,i,i,12,i,i,-17,-3,i,i
CCC(=O)Nc1ccc(Br)cn1,i,i,i,i,-2,i,i,-3,-2,i,i
CCCCn1c(N)c(N(CCOC)C(=O)c2cccc(S(=O)(=O)N(C)c3ccccc3)c2)c(=O)[nH]c1=O,i,i,i,i,-6,i,i,-11,2,i,i
CCc1ccccc1NC(=O)CCCN1C(=O)c2cccnc2C1=O,i,i,i,i,-3,i,i,-5,5,i,i
O=C(CCNC(=O)c1ccc(Br)cc1)NNC(=O)c1ccccc1O,i,i,i,i,·,i,i,-23,-2,i,i
COc1cc(C(=O)OCCN2CCOCC2)ccc1O,i,i,i,i,5,i,i,0,1,i,i
OC1(c2cccc(C(F)(F)F)c2)CCN(Cc2nnnn2Cc2ccccc2)CC1,i,i,i,i,12,i,i,-4,-2,i,i
CCOc1ccc2c(c1)nc(C)n2C,i,i,i,i,2,i,i,-5,-1,i,i
CC1CCN(C(=O)CCc2nc3cc(S(=O)(=O)N(C)C)ccc3n2C)CC1,i,i,i,i,0,i,i,-14,-11,i,i
COCC1=C(C(=O)OC)C(c2ccco2)n2ncnc2N1 (centres undefined),i,i,i,i,10,i,i,-2,·,i,i
CC(OC(=O)c1cccs1)C(=O)NCCc1ccccc1 (centres undefined),i,i,i,i,-6,i,i,-6,-3,i,i
CCOC(=O)CCc1c(C)c2ccc3c(c2oc1=O)CN(CCCO)CO3,i,i,i,i,-2,i,i,-2,4,i,i
O=C(NCc1ccncc1)C(=O)Nc1nc(C23CC4CC(CC(C4)C2)C3)cs1,i,i,i,i,-3,i,i,-9,-3,i,i
Cc1ccccc1NC(=O)c1sc(Cl)nc1C,i,i,i,i,4,i,i,-13,-4,i,i
Cc1c(NC(=O)CSc2ncn[nH]2)c(=O)n(-c2ccccc2)n1C,i,i,i,i,-3,i,i,-6,4,i,i
COCCNC(=O)CN(C)S(=O)(=O)c1ccc(Br)cc1,i,i,i,i,14,i,i,-11,-5,i,i
CCn1cc(C(=O)NC(=S)Nc2sc3c(c2C(=O)OC)CCCCCC3)cn1,i,i,i,i,2,i,i,-6,·,i,i
CCOC(=O)N1CCC(NC(=O)C2CCCN(S(=O)(=O)c3cccnc3)C2)CC1 (centres undefined),i,i,i,i,2,i,i,-13,8,i,i
O=C(CN1C(=O)COCC1=O)N1CCOCC1,i,i,i,i,0,i,i,-9,-5,i,i
